BRCA1 expr act – activators of BRCA1 expression; MCF7-BRCA1-FFLuc reporter, luminescence, 48 h; response scale: scaled: vehicle 0%, 10 µM genistein 100%; 380,000 compounds, 1.1% hits; Potency, µM (titrated, usually from 46.1 µM), for the others: top-dose activation, actives largely listed as activators; note: potency is the fitted concentration of half-maximal effect; nearly all actives have a fitted effect of over 80% in size; some results filed as inactive show a strong effect at the top dose
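MCF7-BRCA1-FFLuc, 2000 cells/well; 2 h attach, 37 °C/5% CO2; compound 48 h; luciferase substrate 15 min; luminescence end-point. Norm. to genistein 10 microM max activation and DMSO; concentration-response curves fitted.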
VP16 counter – inhibits Gal4-VP16 luciferase reporter, ROR gamma counter-screen | Potency, µM (top dose mostly 53.6 µM), inactives show top-dose activity, negative = inhibition, hits mostly inhibitors | Drosophila S2 Gal4-VP16 UAS-luciferase, luminescence, 20 h | 310,000 compounds, 3.5% hits | AID 2546;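 note: Gal4-VP16 expression switched on by copper sulfate through the metallothionein promoter; potency is the fitted concentration of half-maximal effect; % is set by controls: 0 for no effect and ±100 for the full control effect; nearly all actives have a fitted effect of over 50% in size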
Giardia kill – Giardia lamblia killing. Giardia lamblia trophozoite viability. activity change, % at 7.66 µM, hits read low. 340,000 compounds, 0.15% hits; in the data active = activity change below about -80%; inconclusive = between about -30% and that limit;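 note: parasites exposed to compound for two days anaerobically before the ATP read; % is set by controls: 0 for no effect and ±100 for the full control effect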
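Killing of trophozoites was scored by loss of ATP luminescence after a 48 hrs anaerobic exposure to compounds at 37 deg C, using 100 cells per well.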
PKM2 activator – activators of human pyruvate kinase M2; P14618; purified PKM2, Kinase-Glo ATP luminescence, activation; response scale: 0% is enzyme alone, no compound; Potency, µM (top dose mostly 57.5 µM), for inactives: top-dose activation, usual class: activators; 260,000 compounds, 0.34% hits; AID 1631; note: potency is the fitted concentration of half-maximal effect; % is set by controls: 0 for no effect and ±100 for the full control effect; nearly all actives have a fitted effect of over 55% in size
Target sequence (P14618 whole entry, looked up): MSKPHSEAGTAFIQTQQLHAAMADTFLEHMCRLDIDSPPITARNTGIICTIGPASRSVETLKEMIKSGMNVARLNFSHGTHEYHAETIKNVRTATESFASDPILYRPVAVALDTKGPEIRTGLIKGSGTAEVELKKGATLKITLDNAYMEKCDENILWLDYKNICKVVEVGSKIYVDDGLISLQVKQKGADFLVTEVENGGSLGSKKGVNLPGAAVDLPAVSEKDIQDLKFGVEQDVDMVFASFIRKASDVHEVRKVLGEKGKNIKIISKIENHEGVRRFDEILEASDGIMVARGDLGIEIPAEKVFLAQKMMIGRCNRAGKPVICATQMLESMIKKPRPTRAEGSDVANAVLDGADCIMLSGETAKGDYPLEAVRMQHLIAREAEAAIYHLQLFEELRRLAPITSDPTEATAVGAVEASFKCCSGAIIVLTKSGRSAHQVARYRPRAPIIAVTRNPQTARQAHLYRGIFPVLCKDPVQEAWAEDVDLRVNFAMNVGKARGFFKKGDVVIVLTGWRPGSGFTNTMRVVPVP
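hPK-M2, >95% pure; 0.1 mM ADP / 0.5 mM PEP final; imidazole pH7.2 buffer w/ 7 mM MgCl2, 50 mM KCl; 1 h RT; Kinase-Glo lum. Intermediate enzyme activity for dual inhibitor/activator qHTS.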
Rab9 promoter act – Rab9 promoter activation. Huh7 Rab9 promoter-luciferase reporter, luminescence, 24 h. Potency, µM (titrated, usually from 9.22 µM), inactives show top-dose activation, negative = inhibition, usual class: activators. 320,000 compounds, 2.8% hits. AID 485297; note: potency is the fitted concentration of half-maximal effect; % of control where 0% means no effect; nearly all actives have a fitted effect of over 60% in size
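Huh7 cells stably carrying a Rab9 promoter-luciferase reporter, 1500 cells per well in OP-MEM I with 10% FBS, treated with compound 24 hours at 37C. Luciferase activity read by luminescence after 10 minutes with Amplite reagent.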
FLuc modulator – inhibits or activates purified firefly luciferase, miR-21 counter-screen. AID 588342. 360,000 compounds, 6.9% hits. P08659. Potency, µM (doses to about 57.5 µM), without a hit: top-dose activity change, negative = inhibition, hits mostly inhibitors. purified FLuc, Km substrates, luminescence inhibition;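 note: potency is the fitted concentration of half-maximal effect; plate controls were vehicle for no effect and reference inhibitor for full effect; nearly all actives have a fitted effect of over 55% in size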
Target sequence (P08659 whole entry, looked up): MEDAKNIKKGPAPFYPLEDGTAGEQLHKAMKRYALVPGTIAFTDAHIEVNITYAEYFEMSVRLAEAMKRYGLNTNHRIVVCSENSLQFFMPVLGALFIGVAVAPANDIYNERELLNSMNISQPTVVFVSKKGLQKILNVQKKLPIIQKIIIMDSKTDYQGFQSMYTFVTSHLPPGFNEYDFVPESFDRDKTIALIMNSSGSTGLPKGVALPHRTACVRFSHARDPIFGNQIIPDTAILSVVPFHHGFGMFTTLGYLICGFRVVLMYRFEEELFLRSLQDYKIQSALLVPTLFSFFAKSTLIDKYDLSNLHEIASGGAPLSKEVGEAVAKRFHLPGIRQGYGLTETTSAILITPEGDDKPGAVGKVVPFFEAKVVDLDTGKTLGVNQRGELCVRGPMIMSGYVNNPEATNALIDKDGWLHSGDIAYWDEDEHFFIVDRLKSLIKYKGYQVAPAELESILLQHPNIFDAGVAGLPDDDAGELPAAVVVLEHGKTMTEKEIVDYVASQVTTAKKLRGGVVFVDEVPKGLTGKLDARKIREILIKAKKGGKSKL
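Purified P. pyralis luciferase (10nM final) with 10uM D-luciferin and 10uM ATP (Km levels) in 50mM Tris acetate pH 7.5, 10mM Mg acetate, 0.01% Tween-20, 0.05% BSA; qHTS 6-point titration, ~60 µM downward; luminescence read.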
p53 reactivator – mutant p53 re-activation in reporter cells; 320,000 compounds, 0.063% hits; Potency, µM (doses to about 92.2 µM), for inactives: top-dose activity change, positive = activation, hits mostly activators; H1299 p53-A138V BP100-luciferase reporter, luminescence, 24 h; note: potency is the fitted concentration of half-maximal effect; % of control where 0% means no effect; nearly all actives have a fitted effect of over 45% in size
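p53-null H1299 cells stably carrying temperature-sensitive p53-A138V and a BP100-luciferase reporter were pinned with compounds (4-point, 1:5 series) and held 24 hrs at 37 deg C. Luminescence was read 10 min after detection reagent.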
Menin MLL FP TR – menin-MLL binding inhibition, Texas Red mutant peptide; O00255; Menin + Texas Red MLL mutant peptide, fluorescence polarization; Potency, µM (titrated, usually from 61.6 µM), inactives show at the highest dose FP activity change, negative = inhibition, usual class: inhibitors; 270,000 compounds, 0.23% hits; AID 1768; active = well fitted inhibition curve with a large enough effect in the polarisation, with a control signal flat, not every such curve was filed as active; inconclusive = small, poorly fitted or top-dose-only effect, or effect the other way, or a change in a side signal; inactive = no such curve, though single readings can be large or run the other way; the % refers to the polarisation; note: potency is the fitted concentration of half-maximal effect; % of control where 0% means no effect; many of its hits are not listed in these tables
RORgamma inh – inhibitors of mouse ROR gamma transcriptional activity; Drosophila S2 Gal4-RORgamma UAS-luciferase reporter, 20 h; AID 2551; P51450; 310,000 compounds, 5.4% hits; Potency, µM (doses to about 53.6 µM), for the others: top-dose activity change, negative = inhibition, actives largely listed as inhibitors; note: potency is the fitted concentration of half-maximal effect; % is set by controls: 0 for no effect and ±100 for the full control effect; nearly all actives have a fitted effect of over 60% in size
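Using a luciferase readout, inhibitors were identified by reduced reporter activity in Drosophila cells coexpressing a copper-inducible Gal4–ROR gamma fusion and UAS-driven Photinus luciferase, incubated 20 hr after 700 uM copper sulfate.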
ELG1 genotoxic – induces genotoxicity in HEK293T cells with luciferase-tagged ELG1. HEK293T ELG1-luciferase reporter, luminescence, 16 h. Potency, µM (top dose mostly 46 µM), without a hit: top-dose activity change, positive = activation, most hits filed as activators. 330,000 compounds, 1.3% hits. AID 504466; note: potency is the fitted concentration of half-maximal effect; % of control where 0% means no effect; nearly all actives have a fitted effect of over 60% in size
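HEK293T cells expressing luciferase-tagged ELG1 were treated with compound or DMSO for 16 hr at 37°C. Luciferase activity was then read after 30 min with ONE-Glo at room temperature; rising signal flags genetic stress.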
NPC1 promoter act – activators of NPC1 promoter; 320,000 compounds, 2.4% hits; Potency, µM (highest dose often 9.22 µM), for the others: at the top dose activation, usual class: activators; Huh7 NPC1 promoter luciferase reporter, 24 h; AID 485313;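 note: potency is the fitted concentration of half-maximal effect; % of control where 0% means no effect; nearly all actives have a fitted effect of over 60% in size; reporter is driven by a mutant NPC1 promoter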
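Huh7 reporter cells (NPC1 promoter driving luciferase) are dosed with compound for 24 h at 37 °C, 5% CO2; luciferase detection reagent is then added and luminescence measured after 10 min at ambient temperature.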
* = called active by the depositor; ? = inconclusive; / = not tested or not shown; & = joins results of further samples; [ ] = remark or other dose. Unless noted, calls come from the whole dose curve; as a rule, active = well fitted curve in the direction sought with a large enough effect; inconclusive = small, poorly fitted or top-dose-only effect, or another doubt; inactive = no such curve, though single readings can be large; an effect the other way counts as inactive or inconclusive. These rows are one share of the data, so the mix of outcomes need not match the whole.

SMILES	BRCA1 expr act	VP16 counter	Giardia kill	PKM2 activator	Rab9 promoter act	FLuc modulator	p53 reactivator	Menin MLL FP TR	RORgamma inh	ELG1 genotoxic	NPC1 promoter act
CC(=O)c1ccc(N2CCN(C(=O)c3nn(Cc4ccccc4)c(=O)c4ccccc34)CC2)cc1	-10.1%	-7.4%	-5.2	-8.5%	13.4%	-13.5%	-4.5%	2.3%	-0.5%	-10.1%	2.1%
COc1cc(N2C(=O)NC3CC2(C)Oc2ccccc23)cc(OC)c1OC (configuration not stated)	0.1%	-1.6%	1.0	3.9%	-2.4%	1.1%	-2.3%	0.8%	8.1%	0.2%	-2.8%
O=C(N1CCOCC1)n1nnc2ccccc21	-53.3%	-3.7%	-6.4	-4.7%	-4.5%	-22.5%	-10.4%	-5.0%	-20.7%	-3.3%	-5.5%
O=C(NCCOc1ccccc1Cl)C(=O)NCCOc1ccccc1Cl	5.8%	2.5%	12.0	?	-5.9%	-4.6%	-1.4%	?	-8.8%	-1.2%	-1.4%
CCCCCCCCCCCC(=O)NC(C(=O)OCC)C(O)c1cccc([N+](=O)[O-])c1 (configuration not stated)	-68.1%	2.7%	3.6	1.1%	-3.1%	0.8%	-4.1%	/	-10.0%	-0.3%	-0.8%
O=C(Nc1nnc(C2CCCCC2)s1)c1ccc(Br)s1	5.01µM*	3.5%	8.4	-1.6%	1.78µM*	?	10.5%	1.8%	-12.4%	?	0.501µM*
CCOC(=O)N1CCN(S(=O)(=O)c2cc(Cl)c(OC)cc2Cl)CC1	0.2%	5.5%	-0.6	-1.7%	-1.1%	1.4%	-5.2%	-19.2%	-24.0%	0.6%	0.6%
Cc1cccc(C(=O)C2CCOC(C)(C)C2)c1 (configuration not stated)	16.1%	3.9%	14.2	-1.5%	-1.5%	-2.2%	-1.4%	/	-0.5%	-0.1%	-0.3%
O=C1c2ccccc2C(=O)N1CC(O)COc1ccc(Br)cc1 (configuration not stated)	27.1%	18.1%	36.4[activator]	1.5%	-2.1%	?	/	15.0%	?	3.2%	4.1%
Cc1cc(NC(=O)CSc2nnc(-c3ccco3)o2)no1	6.2%	0.1%	-6.2	22.2%	/	-0.1%	/	9.4%	-7.8%	/	/
CC(C)(C)NCc1cc(Br)ccc1OCc1cccs1	-31.9%	-4.6%	-20.6	-0.4%	1.4%	3.1%	-6.3%	-18.8%	3.8%	-16.2%	-6.2%
COc1ccc(OC)c(S(=O)(=O)n2c([N+](=O)[O-])cnc2C)c1	2.9%	-5.3%	-21.8	-0.9%	5.5%	2.8%	-0.6%	1.6%	-5.1%	0.7%	0.8%
CCOc1ccc(NC(=O)Nc2ccc3c(c2)CCC3)cc1	54.5%	26.4%	8.2	0.8%	16.1%	-1.8%	3.4%	/	16.3%	14.4%	24.8%
C=CCN(c1ccccc1)S(=O)(=O)c1cccc(C(=O)Oc2ccc3c(C)cc(=O)oc3c2)c1	-7.2%	-4.3%	-6.9	12.6%	-1.4%	-1.6%	-4.2%	-0.1%	14.3%	1.1%	-0.6%
CCc1ccc(CNC(=O)C2CCN(S(=O)(=O)N3CC(C)CC(C)C3)CC2)cc1 (configuration not stated)	-3.8%	-5.7%	-3.2	-1.0%[0.46 µM]	1.0%	0.1%	2.7%	?	-15.5%	16.0%	-6.4%
O=C(OCc1cc(=O)n2ccsc2n1)C1(c2ccc(Cl)cc2)CC1	10.1%	/	7.3	/	-7.8%	2.5%	-6.9%	/	/	-1.7%	1.1%
CCOC(=O)c1nn(-c2ccc(Cl)cc2)c2nc(-c3ccc(C)cc3)c(C#N)c(=O)n12	-7.0%	-9.6%	12.5	0.6%	-4.9%	1.6%[2.3 µM]	9.4%	-21.1%	-3.3%	0.8%	-2.8%
Cc1ccc2[nH]cc(C(=O)CN3CCOCC3)c2c1	0.9%	2.0%	6.4	17.3%	7.6%	-7.6%	-4.5%	18.1%	-0.4%	3.5%	-3.9%
Cc1ccc(C(=O)NCCc2ccncc2)cc1	23.8%	-13.0%	4.7	-0.6%	?	21.3µM*	8.4%	3.4%	-14.2%	?	?
CCCCN1CNC(=S)N(Cc2ccccc2)C1	-28.5%	5.62µM*	1.7	0.4%	-3.7%	-1.8%	5.1%	16.8%	3.98µM*	1.5%	-1.3%
O=c1[nH]c2ccc(NS(=O)(=O)c3ccc(Cl)cc3)cc2[nH]1	9.8%	-6.7%	-5.1	3.6%	-3.8%	-1.2%	-2.2%	6.5%	3.1%	0.5%	-1.9%
COc1ccc(C2=CC(c3ccc(F)cc3)n3nnnc3N2)cc1 (configuration not stated)	11.2%	11.2%	-15.4	?	?	2.6%	?	10.5%	33.5%	?	20.6%
CCSc1ccccc1C(=O)Nc1ccc(S(=O)(=O)NC(C)=O)cc1	-9.5%	0.1%	-2.6	-2.4%	-4.8%	-7.6%	7.4%	-9.3%	7.6%	-0.2%	-0.3%
O=C(COC(=O)c1cc(F)cc(F)c1)Nc1cccnc1Cl	1.9%	5.1%	6.2	-10.6%	1.9%	-4.4%	-3.5%	-10.8%	1.8%	1.3%	-5.8%
NCCC1CCCC(CCN)N1 (configuration not stated)	-11.4%	/	7.0	/	-12.1%[46.1 µM]	-1.6%	-1.5%	19.7%	/	18.2%	-2.9%[46.1 µM]
(listing goes on)
SMILES	BRCA1 expr act	VP16 counter	Giardia kill	PKM2 activator	Rab9 promoter act	FLuc modulator	p53 reactivator	Menin MLL FP TR	RORgamma inh	ELG1 genotoxic	NPC1 promoter act
COc1ccc(NC(C)=O)cc1S(=O)(=O)NC(Cc1ccccc1)C(=O)O (configuration not stated)	13.4%	-6.1%	1.8	6.1%	-2.3%	-2.7%	1.6%	/	31.9%	-3.2%	1.1%
Cc1cccc(NC(=S)NC(=O)Cc2ccccc2)c1C	30.4%	4.47µM*	14.4	2.4%	0.6%	-11.3%	15.8%	17.2%	3.98µM*	-3.8%	0.2%
O=C(CO/N=C/c1cccc([N+](=O)[O-])c1)Nc1ccc2ccccc2c1	19.9%	1.1%	-16.6	-13.0%	-2.3%	?	12.0%	?	3.9%	?	11.1%
Cn1nc(C(F)(F)F)c(C#N)c1N1CCN(c2cccc(C(F)(F)F)c2)CC1	1.6%	8.2%	-11.3	-0.9%	/	2.4%	/	-0.7%	17.5%	/	/
CCCC(=O)NCCCc1nc2ccccc2n1C	-8.0%	0.6%	7.6	2.2%	-9.4%	4.3%	-1.4%	12.9%	-3.5%	1.9%	1.8%
CC(C)(C)NC(=O)c1cccc2c1C(=O)c1ccccc1-2	3.1%	-2.8%	6.6	0.3%	-2.4%	2.3%	-0.7%	/	-5.5%	0.2%	1.0%
C[C@@H]1CC=C[C@H]2[C@H]1C(=O)N(Cc1ccccc1)[C@H]2c1ccc(/C=C/c2ccccc2)cc1F	-16.8%	-3.3%	-27.2	1.8%	-4.9%	-2.1%	10.1%	/	14.3%	-3.7%	-4.7%
CCOC(=O)CCCC(=O)N1CCOCCOCCN(C(=O)CCCC(=O)OCC)CCOCCOCC1	44.5%	?	-4.8	-11.5%	?	?	2.3%	0.7%	0.5%	?	20.4%
COc1cc(C(=O)OCC(C)=O)cc(NC(=O)c2ccco2)c1OC	-9.5%	-6.2%	-15.2	-0.4%	-1.7%	0.1%	-0.6%	-23.0%	-17.6%	-9.3%	-4.0%
OC(CN1CCNCC1)Cn1c2ccccc2c2ccccc21 (configuration not stated)	27.2%	13.6%	-0.5	/	0.2%	0.3%	-6.3%	4.1%	-1.7%	-1.0%	-1.8%
O=[N+]([O-])c1cccc(S(=O)(=O)Nc2nc3ccccc3nc2Nc2cccc(S(=O)(=O)N3CCCCC3)c2)c1	-65.2%	11.2µM*	-9.6	-7.4%	-26.9%	1.1%	15.5%	?	?	-8.9%	-11.6%
O=S(=O)(NCc1ccccc1)c1ccc(S(=O)(=O)N2CCCC2)cc1	0.0%	2.8%	4.3	-8.3%	1.1%	-1.1%	-0.1%	-15.3%	11.6%	-8.7%	-5.2%
CCOc1ccccc1N1CCN(c2nc3ccccc3nc2C(C#N)C(=O)OC(C)C)CC1 (configuration not stated)	0.0%	2.2%	10.2	1.9%	1.0%	0.1%	11.5%	-16.9%	21.5%	6.2%	-5.3%
CCOCCCNC(=O)C(Cc1ccccc1)NS(=O)(=O)c1ccc2c(c1)c(=O)n(C)c(=O)n2C (configuration not stated)	0.0%&-36.1%	2.6%	-23.2	6.1%	-3.0%	0.8%&-3.6%	-1.1%	-2.3%	24.5%	-9.5%	-3.0%

High-throughput results (PubChem BioAssay)
